ARNT-TACC3 inh – disrupts binding between human ARNT and TACC3 | Q9Y6A5 | AlphaScreen His-ARNT PAS-B/GST-TACC3 binding, luminescence; TACC3 fragment carries E629A point mutation | inhibition, % at 9.99 µM | hit rate 0.66% among 390,000 | AID 623870;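 active = mean inhibition of replicates at least 50% and at least half of replicates each reaching 50%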;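 note: 0% = complete ARNT plus TACC3 wells and 100% = ARNT alone without TACC3; many hits fall short of the cut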
CASP6 VEID inh – inhibitors of human caspase-6 | purified caspase-6, Z-VEID-R110 cleavage fluorescence | inhibition, % at 12.5 µM | hit rate 0.53% among 350,000 | P55212 | AID 686996;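 active = mean inhibition across replicates at least about 35%, with every replicate also reaching that limit, limit read from the data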;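 note: 0% = median of neutral control wells and 100% = no fluorescence left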
RAD54 branch – RAD54 (human) branch migration inhibition; RAD54 Holliday junction branch migration, FAM/BHQ fluorescence; hit rate 0.14% among 360,000; AID 602329; Q92698; inhibition, % at 10.4 µM;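 active = mean normalized replicate activity at least 40 and at least half of replicates scoring 40 or more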;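 note: 0% = median of neutral control wells and 100% = median of positive control wells; inhibitors cause a drop in the FAM fluorescence signal; in these data hits start at about 50%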
ERp5 inh – ERp5 (human) disulfide isomerase inhibition | Q15084 | ERp5 insulin aggregation, absorbance 650 nm, 90 min | inhibition, % at 9.99 µM | hit rate 0.05% among 350,000 | AID 651711;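 active = mean replicate inhibition above about 25%, with every replicate also reaching it, limit read from the data, passing the limit was not always enough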
PglD DTNB – inhibitors of Campylobacter jejuni PglD acetyltransferase | purified PglD enzyme, DTNB colorimetric CoA detection | inhibition, % at 12.5 µM | hit rate 0.098% among 360,000 | AID 602405; in the data active = inhibition above about 16%, passing the limit was not always enough; note: strong numbers were not always called active
RAD52 anneal inh – RAD52 (human) annealing inhibition | recombinant RAD52 DNA annealing, FRET fluorescence | inhibition, % at 18.7 µM | hit rate 0.46% among 360,000;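 active = every replicate showing at least 50% inhibition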
Target sequence (P43351 whole entry, looked up): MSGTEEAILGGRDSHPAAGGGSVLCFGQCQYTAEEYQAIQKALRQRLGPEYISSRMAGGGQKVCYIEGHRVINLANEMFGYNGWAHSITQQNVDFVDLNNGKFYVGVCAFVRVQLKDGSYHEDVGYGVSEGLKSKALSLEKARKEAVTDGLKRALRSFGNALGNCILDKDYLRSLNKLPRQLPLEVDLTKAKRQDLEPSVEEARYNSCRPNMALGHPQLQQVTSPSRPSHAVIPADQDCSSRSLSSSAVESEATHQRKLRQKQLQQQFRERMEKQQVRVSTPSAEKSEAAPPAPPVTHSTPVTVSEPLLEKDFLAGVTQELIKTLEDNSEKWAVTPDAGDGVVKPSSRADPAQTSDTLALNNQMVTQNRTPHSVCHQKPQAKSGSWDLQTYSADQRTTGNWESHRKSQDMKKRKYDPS
esBAF inh – SWI/SNF esBAF complex inhibition. mouse ES cells, Bmi1-luciferase knock-in reporter, 24 h; 100% = twice the neutral-well signal. reporter increase, % at 12.5 µM. hit rate 2% among 350,000. AID 602393; in the data active = activation above about 40%;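 note: 0% = median of the plate's neutral control wells and 100% = double that signal; a rise in the Bmi1 reporter signal indicates esBAF inhibition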
E-sel inducer – induces E-selectin expression in human endothelial cells. P16581. HUVEC E-selectin immunofluorescence imaging; normalized: neutral wells 0, TNF-alpha wells 100. activation, % at 7.58 µM. hit rate 0.37% among 260,000. AID 686992;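 active = mean E-selectin-positive cell signal at least 10% of the positive control, reached in at least 60% of replicates, without over 20% cell loss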;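 note: in these data hits start at about 27%; measured in HUVEC primary endothelial cells; signal is the percent of cells scored E-selectin positive by PE staining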
Target sequence (P16581 whole entry, looked up): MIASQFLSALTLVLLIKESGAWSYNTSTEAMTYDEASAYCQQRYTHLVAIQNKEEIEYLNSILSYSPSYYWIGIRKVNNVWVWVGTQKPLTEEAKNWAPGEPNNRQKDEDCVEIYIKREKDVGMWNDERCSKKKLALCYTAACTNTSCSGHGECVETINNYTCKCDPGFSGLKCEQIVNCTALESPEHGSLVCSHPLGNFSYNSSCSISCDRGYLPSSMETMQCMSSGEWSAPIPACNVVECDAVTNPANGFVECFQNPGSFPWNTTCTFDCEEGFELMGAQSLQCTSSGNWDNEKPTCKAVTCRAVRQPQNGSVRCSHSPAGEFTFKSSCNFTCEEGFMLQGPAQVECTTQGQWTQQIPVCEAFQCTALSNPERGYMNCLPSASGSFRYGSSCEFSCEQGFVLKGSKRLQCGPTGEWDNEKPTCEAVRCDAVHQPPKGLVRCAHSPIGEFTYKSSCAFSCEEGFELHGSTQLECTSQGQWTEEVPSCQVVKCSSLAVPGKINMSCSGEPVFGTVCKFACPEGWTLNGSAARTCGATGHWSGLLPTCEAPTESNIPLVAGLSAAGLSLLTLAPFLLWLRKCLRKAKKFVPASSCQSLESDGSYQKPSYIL
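Assay system: HUVEC primary endothelial cells. Input: 3,000 HUVEC seeded per well. Doses: one compound dose added by pin transfer. Read-out basis: % PE-positive cells. Benchmarks: TNF-alpha high, DMSO low. Detection: immunofluorescence imaging. Buffer or medium: EGM-2, gelatin.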
Starred values were filed as active, the others as inactive; · = not tested or not shown.

SMILES | ARNT-TACC3 inh | CASP6 VEID inh | RAD54 branch | ERp5 inh | PglD DTNB | RAD52 anneal inh | esBAF inh | E-sel inducer
CCOC(=O)c1nn(-c2ccc(F)cc2)c2c1CC/C2=C/c1ccccc1 | 3 | -2 | · | 6 | · | -2 | -5 | ·
C[C@H](CO)N1C[C@H](C)[C@@H](CN(C)CC2CC2)OCCCC[C@H](C)Oc2ccc(NC(=O)Nc3ccc(F)cc3)cc2C1=O | 27 | 0 | 4 | 1 | -4 | 39 | -1 | -0.2
CCc1nc2cc(NC(=O)C3(C)CCCN(C(C)=O)C3)ccc2o1 (centres undefined) | · | -5 | -7 | 1 | -3 | -9 | -4 | 3.3
O=C(C[C@H]1CC[C@H]2[C@@H](COC[C@H](O)CN2Cc2cccc(F)c2)O1)NCc1cccc(F)c1 | -8 | -2 | -1 | 2 | -1 | 9 | 0 | -0.1
C[C@@H]1CN([C@@H](C)CO)C(=O)c2cc(C#CCN(C)C)cnc2O[C@H]1CN(C)Cc1ccc(C(=O)O)cc1 | 32 | -5 | -12 | -4 | 3 | 4 | -1 | -0.3
CC1CCN(c2nc(NCc3ccco3)nc(N)c2[N+](=O)[O-])CC1 | 9 | · | 7 | · | 4 | · | 3 | ·
CC1=NCCN1CCNC(=O)Nc1cc(C)cc(C)c1 | -1 | 0 | 0 | 2 | 5 | -15 | · | ·
CC(C)(C)c1ccc(C(=O)N2CCNCC2)cc1 | 1 | · | 5 | · | 1 | · | 3 | ·
NC(=O)C1CCN(c2nc3c(S(=O)(=O)c4ccccc4)nnn3c3ccccc23)CC1 | 4 | 1 | 3 | -9 | -1 | 4 | 16 | ·
O=C(COC(=O)c1ccccc1OCc1ccc(F)cc1)NCC1CCCO1 (centres undefined) | -6 | -1 | 7 | 2 | 1 | -9 | -7 | -0.7
CC1(C(=O)NCc2ccc(Cl)c(Cl)c2)Oc2ccccc2NC1=O (centres undefined) | -4 | 4 | · | -5 | · | -19 | · | 2.0
CC(C)NC(=O)c1ccc(-c2ccc(F)c(F)c2)c2ccoc12 | · | 3 | 2 | -8 | -2 | -1 | 17 | -0.4
O=C(c1ccc2c(c1)OCO2)N1CC[C@H]2[C@H](CO)Nc3ccc(-c4ccc(F)cc4)cc3[C@H]21 | 17 | -2 | 3 | 2 | 3 | -15 | 9 | 0.7
O=C(Nc1ccc(N=Nc2ccccc2)cc1)c1ccc(Cl)cc1Cl | 5 | · | -1 | · | 8 | · | 9 | ·
C=CCN1C(=O)C(Cc2ccc(OCC)cc2)SC1=Nc1ccc(C(=O)O)cc1 (centres undefined) | -8 | · | 1 | · | 2 | · | · | 5.4
Cn1nnnc1SCCNC(=O)C1CCC(=O)N(CCc2cccc(F)c2)C1 (centres undefined) | 0 | -2 | -2 | -10 | 0 | 13 | 3 | ·
Cc1ccc(NS(=O)(=O)c2ccc3c(c2)n(C)c(=O)n3C)cc1C | 1 | 3 | 4 | 3 | -5 | 1 | 6 | -0.1
CCC(=O)Nc1cc(OC)c(NC(=S)Nc2ccccc2CC)cc1OC | · | 11 | 5 | 0 | -3 | -24 | 0 | -0.1
COC(=O)COc1cccc(/C=N/NC(=O)CCSc2ccccc2)c1 | 3 | -1 | · | 8 | · | -6 | · | ·
COC(=O)C1CCCCN1C(=O)c1ccc2oc(C(C)C)nc2c1 (centres undefined) | · | 2 | -6 | 5 | -12 | -11 | 21 | 0.4

Some of these compounds in order of the ARNT-TACC3 inh value, smallest number first:
structure,ARNT-TACC3 inh,CASP6 VEID inh,ERp5 inh,PglD DTNB,RAD52 anneal inh,esBAF inh
C=CCN1C(=O)C(Cc2ccc(OCC)cc2)SC1=Nc1ccc(C(=O)O)cc1 (centres undefined),-8,·,·,2,·,·
CC1(C(=O)NCc2ccc(Cl)c(Cl)c2)Oc2ccccc2NC1=O (centres undefined),-4,4,-5,·,-19,·
NC(=O)C1CCN(c2nc3c(S(=O)(=O)c4ccccc4)nnn3c3ccccc23)CC1,4,1,-9,-1,4,16
CC1CCN(c2nc(NCc3ccco3)nc(N)c2[N+](=O)[O-])CC1,9,·,·,4,·,3

(list continues)
SMILES | ARNT-TACC3 inh | CASP6 VEID inh | RAD54 branch | ERp5 inh | PglD DTNB | RAD52 anneal inh | esBAF inh | E-sel inducer
O=C(CSc1nnc(Cn2c(=O)sc3ccccc32)n1-c1ccccc1)Nc1nccs1 | 4 | 3 | 11 | -2 | 0 | -5 | 7 | -0.2
C[C@@H]1CN([C@H](C)CO)C(=O)c2cc(NC(=O)Nc3ccc(F)cc3)ccc2O[C@@H](C)CCCCO[C@@H]1CN(C)Cc1ccccc1 | 3 | -5 | 7 | 0 | 3 | 34 | 0 | 0.2
CN(C)C(CNC(=O)c1ccc(S(=O)(=O)N(C)C)cc1)Cc1ccccc1 (centres undefined) | 13 | 2 | · | -5 | · | -17 | · | ·
COc1cc([N+](=O)[O-])ccc1NC(=O)CN1C(=O)NC2(CCCCC2C)C1=O (centres undefined) | -1 | 1 | · | 4 | · | -12 | · | ·
N#C[C@H]1[C@@H](c2ccc(-c3cccnc3)cc2)[C@@H](CO)N1C(=O)C1CC1 | -9 | 1 | -7 | -1 | -7 | -13 | 2 | -0.4
CCN(C(=O)COC(=O)c1n[nH]c2ccccc12)C1CCS(=O)(=O)C1 (centres undefined) | -6 | -3 | 5 | 5 | -2 | -1 | · | -0.1
CCc1nc2ccc(C(=O)Nc3ccc(NC(C)=O)cc3)cn2c1N(C)CCCc1ccccc1 | · | -3 | -6 | 0 | -2 | -229 | -1 | ·
C#CCOCCOCCOCCNc1nc(N2CCN(C(=O)CCCCCCCCCCNC(=O)[C@H](CCCCN)n3cc(CCO)nn3)CC2)nc(N2CCN(C(=O)CCCCCCCCCCNC(=O)[C@H](CCCN=C(N)N)n3cc(C[C@@H](C)CC)nn3)CC2)n1 | 27 | · | 6 | · | 0 | · | 0 | ·
CC(C)N1CCN(Cc2cccc(-c3ccco3)c2)CC1CCO (centres undefined) | -3 | -13 | · | -2 | · | 12 | · | ·
CCCS(=O)(=O)NC(=O)C1(C)CCN(C(=O)c2ccco2)C1 (centres undefined) | · | -1 | 1 | 4 | 2 | -38 | -1 | 2.6
CCC(=O)N(Cc1ccco1)c1nc(C(=O)Nc2ccc(Cl)cc2)c(C)s1 | -3 | -3 | · | 1 | · | -133 | · | 0.0
C[C@H](CO)N1C[C@H](C)[C@H](CN(C)Cc2ccc(C(F)(F)F)cc2)Oc2ccc(NS(C)(=O)=O)cc2CC1=O | -3 | 1 | 2 | 3 | -1 | 0 | 1 | 0.2
C[C@@H]1CCCCO[C@@H](CN(C)C(=O)CCC(F)(F)F)[C@H](C)CN([C@@H](C)CO)C(=O)c2cc(NS(=O)(=O)c3ccc(F)cc3)ccc2O1 | 1 | 2 | -1 | 11 | 1 | -14 | 4 | ·
CCC1CCCCN1CCCNC(=O)c1ccc2c(c1)NC(=O)CS2 (centres undefined) | 5 | -81 | -23 | -2 | 1 | -23 | -4 | ·
Cn1cnc(S(=O)(=O)N2CC[C@@H]3[C@H]2c2cc(-c4ccc(F)cc4)ccc2N[C@@H]3CO)c1 | 6 | 4 | -5 | 0 | 2 | -122 | 26 | 1.0
CCN(CC)CCCNC(=O)CSc1nc2c(c(C(F)(F)F)n1)CCc1ccccc1-2 | -5 | -12 | · | -1 | · | -4 | -7 | ·
CC(C)CC#Cc1cnc2c(c1)C(=O)N([C@H](C)CO)C[C@H](C)[C@@H](CN(C)C(=O)NC1CCCC1)O2 | 1 | -1 | -3 | 3 | 1 | 3 | 5 | 0.0
C[C@@H]1CN([C@H](C)CO)C(=O)Cc2cc(NC(=O)Nc3ccc(C(F)(F)F)cc3)ccc2O[C@H]1CN(C)Cc1ccc(Oc2ccccc2)cc1 | 0 | · | -5 | · | 4 | · | -4 | 446*
Brc1ccc2nc(N3CCCC3)sc2c1 | -4 | -3 | 0 | 2 | 3 | -10 | 35 | ·
COCCn1nnnc1C(c1cc2ccc(OC)cc2[nH]c1=O)N1CCN(C2CCCCC2)CC1 (centres undefined) | 1 | · | -2 | · | 0 | · | -3 | ·

Continued; it opens with the 2 that closed the last part.
SMILES | ARNT-TACC3 inh | CASP6 VEID inh | RAD54 branch | ERp5 inh | PglD DTNB | RAD52 anneal inh | esBAF inh | E-sel inducer
Brc1ccc2nc(N3CCCC3)sc2c1 | -4 | -3 | 0 | 2 | 3 | -10 | 35 | ·
COCCn1nnnc1C(c1cc2ccc(OC)cc2[nH]c1=O)N1CCN(C2CCCCC2)CC1 (centres undefined) | 1 | · | -2 | · | 0 | · | -3 | ·
C=CCC(=O)OCCCCCCOc1ccc(C(=O)O)cc1 | -5 | · | 2 | · | 1 | · | -3 | ·
CSc1nnnn1-c1c(C)cccc1C | -5 | -5 | · | 3 | · | -20 | · | 1.5
O=C(Nc1cccnc1)c1sc(Nc2ccccc2F)nc1-c1ccccc1 | -2 | -1 | · | -78 | · | -11 | · | 1.3
COc1ccc([N+](=O)[O-])cc1NCc1ccco1 | 0 | -1 | 2 | -1 | 0 | 5 | -7 | 4.8
COc1cc(/C=N/NC(=O)c2ccc3c(c2)OCO3)ccc1O | -4 | 2 | -1 | -4 | 2 | 0 | 2 | ·
Cn1cccc1CC(=O)N/N=C/c1cccc([N+](=O)[O-])c1 | -4 | 11 | · | -4 | · | 3 | · | ·
COc1ccc(C(=O)Cn2c(C(C)=O)nc3ccccc32)cc1 | 6 | 2 | · | 0 | · | -17 | · | 0.0
CC1(C)CC2CC(C)(CN2C(=O)Cc2ccccc2)C1 (centres undefined) | -8 | · | -6 | · | -1 | · | -3 | ·
Cc1cccc(C(=O)OC(C)C(=O)NCC2CCCCC2)c1O (centres undefined) | -8 | 0 | -4 | 5 | 2 | -4 | 0 | ·
COc1ccccc1-c1cnc2c(c1)C(=O)N([C@@H](C)CO)C[C@@H](C)[C@H](CN(C)Cc1ccccc1)O2 | -2 | -2 | 5 | 5 | 2 | 5 | -2 | 0.2
O=C(N[C@@H]1C=C[C@@H](CC(=O)N2CCOCC2)O[C@@H]1CO)c1ccccn1 | -4 | 0 | -3 | 2 | -1 | 0 | -1 | -0.2
COc1ccc(NC(=O)c2cc(C3CCCCN3S(=O)(=O)Cc3ccccc3)on2)c(C)c1 (centres undefined) | · | 23 | 16 | 4 | 0 | -8 | 28 | -0.1
Fc1ccccc1Nc1nc(-c2ccncc2)nc2ccccc12 | -6 | 2 | · | 1 | · | -23 | · | -0.2
COc1cccc(NC(=O)N(C)C[C@H]2Oc3ncc(C#Cc4ccncc4)cc3C(=O)N([C@H](C)CO)C[C@H]2C)c1 | 0 | -4 | -4 | -1 | 10 | -3 | 0 | 0.1
O=C(NNC(=S)NC(=O)c1ccccc1[N+](=O)[O-])c1ccc(Cl)cc1Cl | 5 | -1 | · | -5 | · | -36 | · | ·
C[C@@H]1CN([C@@H](C)CO)C(=O)Cc2cc(NS(=O)(=O)c3ccccc3)ccc2O[C@H]1CN(C)Cc1ccc(C(=O)O)cc1 | · | -2 | · | 11 | · | 3 | · | 0.1
Cc1ccc(N=CC2=C(O)CC(C)(C)CC2=O)nc1 | 0 | · | -3 | · | -2 | · | -2 | ·
COc1cc(C)ccc1NC(=O)Cc1csc(NC(=O)Nc2ccccc2OC)n1 | -3 | 1 | 0 | 3 | 8 | -14 | 3 | -0.1
COc1ccccc1N1CCN(C(c2cc3cc(C)ccc3[nH]c2=O)c2nnnn2C2CCCC2)CC1 (centres undefined) | 5 | · | 1 | · | -4 | · | 6 | ·
O=C(NCc1ccco1)c1ccccc1F | 6 | · | 5 | · | 4 | · | -2 | ·
COc1ccc(S(=O)(=O)N[C@H]2CC[C@@H](CCNC(=O)Cc3ccccn3)O[C@@H]2CO)cc1 | 0 | 0 | -6 | 2 | 5 | -25 | -2 | 0.2
O=[N+]([O-])c1cc([N+](=O)[O-])c(Oc2c(Cl)cccc2Cl)cc1NN1CCCCC1 | 2 | -5 | 2 | 9 | 1 | -11 | -6 | 0.0
CO[C@@H]1CN(C)C(=O)c2cc(NC(C)=O)ccc2OC[C@H](C)N(C(=O)c2ccccn2)C[C@@H]1C | 10 | 0 | -8 | 4 | 3 | -6 | -3 | 0.0

Assay outcomes deposited in PubChem BioAssay by Broad Institute.
